PriA SSB inh: inhibitors of Klebsiella pneumoniae PriA binding to SSB C-terminal tail; AlphaScreen SSBct-PriA binding, biotinylated peptide; inhibition, % at 33 µM; 430,000 compounds, 0.6% hits; AID 1272365; in the data active = inhibition mostly above about 37%, no sharp cut-off; inactive = mostly below about 20%;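 also: plate controls were negative control peptide for no effect and reference peptide for full effect; strong numbers were not always called active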
Numbers without * were called inactive; & = joins results of further samples.

Compound	PriA SSB inh
CC(=O)Nc1ccc2nc(NC(=O)C(C)(C)C)sc2c1	1
O=C(NCc1cccs1)C(=O)NCC1CCN(c2nc3ccccc3s2)CC1	-8
CCOc1cc(C=NNC(=O)c2cccnc2)ccc1OC(=O)c1ccco1	-20
COCCNC(=O)N[C@H]1CC(=O)N(C2CC2)C1	-7
O=C1OC2(CCN(C(=O)c3ccccc3Br)CC2)c2ccccc21	2
Cc1ccc(C)c(CSc2nnc3n(C)c(=O)c4ccc(C(=O)NC5CCCC5)cc4n23)c1	0
O=C(Cc1cccs1)N1CCOC(c2ccccc2)C1 (stereo unspecified)	13
Cc1cc2ncc3c(n2n1)CCN(S(=O)(=O)c1ccc2c(c1)CCCC2)C3	-3
O=c1cccnn1CCNS(=O)(=O)c1ccccc1Cl	-21&-1
CSc1ccc([C@@H](O)CNC(=O)c2cc(-c3ccc(F)cc3)nn2C)cc1	2

Other results.
Compound	PriA SSB inh
CC1CN(C(=O)Cn2cnc3c(nnn3-c3ccc(OC(F)(F)F)cc3)c2=O)CC(C)O1 (stereo unspecified)	-5
Cc1ccc(NC(=O)C(=O)NCC2CCN(C3CCCC3)CC2)cc1F	-2
On1c(-c2ccccc2)cc2ccccc21	6
Cn1nc(CN(Cc2ccco2)C(=O)NCc2cccs2)cc1C1CC1	-1
COc1ccc(Nc2ncnc3c2oc2ccccc23)c(OC)c1	-7&1
O=C(NCc1ccc(C(=O)c2ccsc2)s1)C(=O)Nc1ccccc1F	-13
Cc1cc(C(F)(F)F)nc(CCNC(=O)C2CCN(S(C)(=O)=O)CC2)n1	2
COc1cccc(C(=O)NCC(c2ccc3c(c2)CCCN3C)N2CCCC2)c1OC (stereo unspecified)	22
Cc1nnsc1C(=O)NCCn1nc(-c2ccco2)n(C2CC2)c1=O	-3
Cc1sc2ncnc(N3CCN(C)CC3)c2c1-c1ccc(Cl)cc1	1

15 structures already listed, arranged by molecular weight, high to low.
Compound	PriA SSB inh
COc1cccc(C(=O)NCC(c2ccc3c(c2)CCCN3C)N2CCCC2)c1OC (stereo unspecified)	22
Cc1cc(C(F)(F)F)nc(CCNC(=O)C2CCN(S(C)(=O)=O)CC2)n1	2
O=C(NCc1ccc(C(=O)c2ccsc2)s1)C(=O)Nc1ccccc1F	-13
O=C1OC2(CCN(C(=O)c3ccccc3Br)CC2)c2ccccc21	2
CSc1ccc([C@@H](O)CNC(=O)c2cc(-c3ccc(F)cc3)nn2C)cc1	2
Cc1cc2ncc3c(n2n1)CCN(S(=O)(=O)c1ccc2c(c1)CCCC2)C3	-3
CCOc1cc(C=NNC(=O)c2cccnc2)ccc1OC(=O)c1ccco1	-20
Cn1nc(CN(Cc2ccco2)C(=O)NCc2cccs2)cc1C1CC1	-1
Cc1ccc(NC(=O)C(=O)NCC2CCN(C3CCCC3)CC2)cc1F	-2
Cc1sc2ncnc(N3CCN(C)CC3)c2c1-c1ccc(Cl)cc1	1
COc1ccc(Nc2ncnc3c2oc2ccccc23)c(OC)c1	-7&1
O=c1cccnn1CCNS(=O)(=O)c1ccccc1Cl	-21&-1
O=C(Cc1cccs1)N1CCOC(c2ccccc2)C1 (stereo unspecified)	13
COCCNC(=O)N[C@H]1CC(=O)N(C2CC2)C1	-7
On1c(-c2ccccc2)cc2ccccc21	6

Carrying on.
Compound	PriA SSB inh
CN(C)c1ccc(O[C@H]2CCN(C(=O)Cc3cccs3)C2)nn1	-11
CC1CC(C)CN(S(=O)(=O)c2ccc(C(=O)Nc3nc4ccc(C(C)C)cc4s3)cc2)C1 (stereo unspecified)	-20
COc1cncc(O[C@H]2CCN(C(=O)c3snnc3C)C2)n1	-10
CCOc1ccc(CC(=O)N2CCN(c3ccc(-c4ccc5c(c4)OCO5)nn3)CC2)cc1	1
COc1ccc(-c2cc(=O)n(CC(=O)Nc3ccccc3-c3csc(C)n3)cn2)cc1	-20
COc1ccc(-c2nn(-c3ccccc3)cc2C2CC(c3ccco3)=NN2S(C)(=O)=O)cc1 (stereo unspecified)	5
O=C(Cc1ccc(F)cc1)NCc1nn(C2CCCC2)c2c1CCCC2	-8
CCc1nnc(NS(=O)(=O)c2ccc(NC(=O)c3ccc(Br)s3)cc2)s1	-7&-6
CCN1CCN(c2ccc(N3CCN(C(=O)c4ccc(C)c(C)c4)CC3)nn2)CC1	-2
CSc1ccc([C@@H](O)CNC(=O)C(=O)NCc2cccs2)cc1	-5

Continuation.
Compound	PriA SSB inh
CN(C)/C=C(C=[N+](C)C)/C(C=[N+](C)C)=C/N(C)C	-9
CN1CCN(N=C2C(=O)Nc3ccc([N+](=O)[O-])cc32)CC1	-10
CN(C)c1ccc(CCNC(=O)COc2ccc(C(C)(C)C)cc2)cc1	-9
S=c1[nH]nc(-c2ccccc2)n1N=Cc1ccc(-c2ccccc2Cl)o1	-4
CCCS(=O)(=O)N1CCC(c2nnc(-c3ccco3)s2)CC1	-7
C=CC(C)(C)OCC(O)CN1CCN(C(c2ccccc2)c2ccccc2)CC1 (stereo unspecified)	2
COc1cc(/C=N\N(C(=O)c2ccc(Cl)s2)c2nc3ccc(F)cc3s2)cc(OC)c1OC	-12
CC(NC(=O)c1cn(CC(O)c2ccccc2)nn1)c1ccccc1 (stereo unspecified)	-18
CCN(Cc1ccccc1)c1ccc(C=NNS(=O)(=O)c2ccc(C)c([N+](=O)[O-])c2)cc1	-3
CCN(c1ccccc1)S(=O)(=O)c1ccc(OCC(=O)O)cc1	-5

The list goes on.
Compound	PriA SSB inh
CC(C)NS(=O)(=O)c1ccc(NC(=O)c2ccc(Br)o2)cc1	-17
O=C(Nc1cnn(C2CCOCC2)c1)c1ccoc1	-26
COc1ccc(OC)c(NC(=O)CSc2ncc(-c3cccc(Cl)c3)o2)c1	3
COc1cccc([C@@H]2C(C(=O)c3cccs3)=C(O)C(=O)N2CCN2CCOCC2)c1OC	-12
CSc1ccccc1C(=O)NCCn1ncc2c(=O)n(Cc3ccccc3C)cnc21	-11
CC(C)NC(=O)CSc1nnnn1-c1ccccc1F	4
O=C(CSC1c2ccccc2-c2ccccc21)NN=Cc1ccccc1O	1
Cc1nc2c(=O)n(CCc3ccccc3)nc(-c3ccccc3)c2s1	-14
Fc1ccc(NN=C(c2ccccc2)c2ccccn2)cc1	3
O=C(NCC(O)c1ccoc1)c1ccccc1C(F)(F)F (stereo unspecified)	4

The list continues.
Compound	PriA SSB inh
COC(=O)c1ccc(C=NC23CC4CC(CC(C4)C2)C3)cc1	8
C=CCn1c(SCC(=O)Nc2c(C)cccc2C)nc2scc(-c3ccc(C)o3)c2c1=O	4
CC1(CNC(=O)c2cc(Cl)ccc2Cl)C2CC3CC(C2)CC1C3 (stereo unspecified)	-6
O=C(CSc1ncnc2c1cnn2-c1ccccc1)N1CCC(Cc2ccccc2)CC1	-14
COc1ccc2c(c1)c(=O)c(C(=O)c1ccc(Cl)cc1)cn2Cc1ccccc1	-7
Cc1cccc(OCC(=O)NCC(=O)NN=Cc2ccccc2)c1	-14
Cc1nc(N)sc1N=Nc1cccc(S(=O)(=O)N2CCOCC2)c1	29
O=C(O)c1cc(Cl)sc1Cl	-20
COC(=O)c1cc(OC)c(OC)cc1N/C=C(/C#N)C(=O)Nc1ccc(F)cc1	2
COc1ccc(C(N)=NOC(=O)CC2CCCCC2)cc1OC	-45

(listing goes on)
Compound	PriA SSB inh
O=C(c1cc2ccccc2o1)N1CCC(N2CCC(Oc3ccccc3F)CC2)CC1	1
CC(C)(C)NC(=O)C=NO	-1
Cc1sc2nc(CCCN3C(=O)c4cccc5cccc(c45)C3=O)n(CCO)c(=O)c2c1C	-1
O=C(Nc1ccc2c(c1)C(=O)NCC2)NC(c1ccccc1)c1ccccc1	-7
Cc1cc(NC(=O)COc2ccccc2F)n(-c2nc3c(cnn3-c3cccc(Cl)c3)c(=O)[nH]2)n1	-7
Cc1cccc(C(=O)NN=Cc2ccccn2)c1	-12
COc1ccc(C=NN=C(N)N[N+](=O)[O-])c(OC)c1	-4
O=C(O)c1n[nH]c(C2CC2)c1Cc1ccccc1	-10
COC(=O)N1CCC(CNC(=O)c2ccc(OC)c(F)c2)CC1	-16
C=CCOc1ccc(C2C(=C(O)c3c(C)[nH]c(C(=O)OC)c3C)C(=O)C(=O)N2CCN(C)C)cc1 (stereo unspecified)	-2

The results go on.
Compound	PriA SSB inh
CC(=NNC(=O)c1cc(C(C)C)[nH]n1)c1ccncc1	-12
O=C(Cn1cnc2ccccc2c1=O)N1CC(c2nc(-c3cccc(C(F)(F)F)c3)no2)C1	-3
CC(=NNC(=O)COc1ccc(C)cc1[N+](=O)[O-])c1ccc2c(c1)OCCO2	5
O=C(CCc1cc(Br)ccc1OC(F)F)N1CCc2ncncc2C1	-8
CCOC(=O)c1c(-c2ccc(C)c(C)c2)csc1NC(=O)c1cccnc1	2
CN1C(=O)C(C)(C)COc2ccc(NC(=O)c3ccc(Br)cc3)cc21	15
CCOC(=O)c1c(C(C)(C)C)oc2cc(Br)c(OCc3c(F)cccc3Cl)cc12	-16
COC(=O)c1ccc(-c2ccc(C=NNC(=O)CC3(C)OCCCO3)o2)cc1	2
Cc1cc(C)n(N=Cc2cc([N+](=O)[O-])ccc2O)c(=O)c1	0
CCc1c(C)[nH]c(=S)[nH]c1=O	-8

(cont.)
Compound	PriA SSB inh
O=C(COc1coc(CN2CCc3ccccc3C2)cc1=O)N1CCC(Cc2ccccc2)CC1	-2&2
Cc1nnsc1C(=O)N(Cc1cccs1)Cc1cccn1C	11
Cc1cc(C(=O)NN=Cc2ccc(Cl)c([N+](=O)[O-])c2)c(C)n1-c1ccc(F)cc1	27
Cc1ccc(NC(=O)Cn2ncn3nc(-c4ccc(F)cc4)cc3c2=O)cc1F	-2
Cc1cc(=O)[nH]c(NN=Cc2ccc(OC(=O)c3cccnc3)cc2)n1	-8
CCOc1ccccc1-c1cc(C(=O)NN=Cc2cccnc2)c2ccccc2n1	-9
O=C(/C=C/c1ccc2c(c1)OCO2)NCc1n[nH]c(=O)c2ccccc12	-7
COCCN(Cc1ccoc1)S(=O)(=O)c1ccc(NC(=O)OC)cc1	3
CN(C)c1nc(N2CCCC2)ncc1NC(=O)Nc1ccc2c(c1)OCO2	-9
CCOc1ccc(C)cc1S(=O)(=O)Nc1ccc2c(c1)OCC(C)(C)C(=O)N2CC	-1

(cont.)
Compound	PriA SSB inh
O=C(NC1CC(=O)N(c2cccc(F)c2)C1)N1CCN(Cc2ccc3c(c2)OCO3)CC1 (stereo unspecified)	22
C[n+]1ccccc1C1CCCCC1=NNc1ccc([N+](=O)[O-])cc1[N+](=O)[O-] (stereo unspecified)	-9
Cn1cccc(C(=O)Nc2cnc3cc(C(F)(F)F)nn3c2)c1=O	9
C=CCn1c(SCCC(=O)Nc2ccc(-c3nc4ccccc4s3)cc2)nc2scc(-c3ccco3)c2c1=O	-9
O=C(O)Cc1ccc(O)c2ncccc12	87*
Cn1cc([C@@H](O)CNC(=O)N2CCNC2=O)c2ccccc21	-18
COc1cccc(-c2csc(NC(=O)c3ccc(C(=O)c4ccccc4)cc3)n2)c1	-9
Cn1cnc(S(=O)(=O)Nc2ccc3c(c2)C(=O)N2CCCCC2CCO3)c1 (stereo unspecified)	-21
CCOc1ccc(-c2noc(CSc3nc4cc5c(cc4c(=O)n3C3CCCC3)OCO5)n2)cc1	3
CC(C)(C)c1ccc(C(=O)NCc2cncc(-c3cccs3)c2)cc1	1

More structures follow.
Compound	PriA SSB inh
O=S(=O)(NCc1cncc(-c2cccs2)c1)c1cccs1	-17
COC(CNS(=O)(=O)C1CC1)c1ccc(C)s1 (stereo unspecified)	-16
COc1ccc(-c2cc3c(SCc4cccc(C(F)(F)F)c4)nccn3n2)cc1	-15
Cc1[nH]c(=O)[nH]c(=O)c1CC(=O)N1CCN(c2cccc(C(F)(F)F)c2)CC1	21
COc1ccccc1OCC(=O)NC1CCC(Oc2nc(C)cc(C)n2)CC1 (stereo unspecified)	-18
CCOC(=O)c1ccc(NC(=O)CSc2c(C)[nH]c3ccccc23)cc1	13
CCOC(=O)C1=C(C)N=c2sc(=Cc3ccc(OCC(=O)O)cc3)c(=O)n2C1c1ccc(F)cc1 (stereo unspecified)	8
COc1ccccc1C1(CNC(=O)N2CCNC2=O)CCOCC1	-17
CCNC(=O)N1CCN(Cc2nc(-c3cccc(OC)c3)cs2)CC1	-10
Cc1ccccc1-n1c(CC2CCN(C(=O)c3ccc4ccccc4n3)CC2)n[nH]c1=O	11

The results go on.
Compound	PriA SSB inh
COc1ccc2scc(N3CC(C)CC(C)C3)c(=O)c2c1 (stereo unspecified)	13
COc1ccc(CC(=O)N2CCN(c3ccc(-c4ccc(OC)c(OC)c4)nn3)CC2)cc1	0
NC(=S)NN=Cc1ccc2cccc(OCc3ccccc3)c2n1	7
CN(C)S(=O)(=O)CCCOc1ccc(F)cc1	-4
O=C(NCc1cccnc1-c1ccsc1)C1(c2ccccc2)CCOCC1	-16
COc1cccc(OCC(=O)NCc2ccsc2)c1	-9
CC1(C)C2CCC1(CS(=O)(=O)N1CCC(c3ccsc3)CC1)C(=O)C2 (stereo unspecified)	-8
CC(C)N1CCc2c(sc(NC(=O)c3cc(Cl)cc(Cl)c3)c2C(N)=O)C1	-6
COC(=O)/C=C1\NC(=Nc2nc(C)cc(C)n2)N(c2ccc(C)cc2)C1=O	-5
Cn1nc(-c2ccc(F)cc2)cc1C(=O)NCc1cc(-c2ccco2)n(C)n1	6
O=C(c1cc(C2CC2)on1)N(CCc1ccccc1)Cc1ccccn1	-10
CCOc1ccc2nc(N(CCCN3CCOCC3)C(=O)CCCSc3ccccc3)sc2c1	-3&15

High-throughput results as filed in PubChem.

A portion of the library; count on the stated rates, not on these rows.
